CHT inh = inhibitors of human choline transporter CHT; Q9GZV3; CHT-expressing cells, membrane potential dye, choline response; hits give low values; B-score at 10 µM; hit rate 0.86% among 310,000; AID 488975;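 active means B-score over 3 SD under the library average, and starting fluorescence ratio not unusually high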;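 further: choline stimulus applied at its EC90 after an EC20 pre-addition; B-score computed on integrated fluorescence ratio after choline addition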
Target sequence (Q9GZV3 whole entry, looked up): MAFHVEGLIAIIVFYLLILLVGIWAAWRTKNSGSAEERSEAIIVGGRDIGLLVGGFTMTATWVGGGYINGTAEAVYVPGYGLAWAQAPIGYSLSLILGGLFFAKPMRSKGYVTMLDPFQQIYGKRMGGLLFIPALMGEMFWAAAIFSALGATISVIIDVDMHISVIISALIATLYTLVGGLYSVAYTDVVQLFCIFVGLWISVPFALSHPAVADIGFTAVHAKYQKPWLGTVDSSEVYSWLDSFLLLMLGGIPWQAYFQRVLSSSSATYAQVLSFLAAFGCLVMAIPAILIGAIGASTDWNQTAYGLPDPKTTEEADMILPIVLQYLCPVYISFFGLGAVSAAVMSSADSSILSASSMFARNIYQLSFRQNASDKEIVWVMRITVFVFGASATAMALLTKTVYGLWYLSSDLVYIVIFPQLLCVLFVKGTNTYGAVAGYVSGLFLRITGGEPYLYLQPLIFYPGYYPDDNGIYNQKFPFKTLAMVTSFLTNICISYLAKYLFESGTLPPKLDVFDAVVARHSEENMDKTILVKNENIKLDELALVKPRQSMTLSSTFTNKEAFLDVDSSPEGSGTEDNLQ
CHT PAM = allosteric activators of human choline transporter CHT | hit rate 0.49% among 310,000 | Q9GZV3 | AID 488977 | B-score at 10 µM | CHT-expressing cells, membrane potential dye, choline EC20; hits give high values; LV-AA mutant CHT in HEK293 cells;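 active means initial fluorescence not abnormally high and integrated response B-score, plate-corrected, over 3 SD above library mean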
Calls only; i = inactive.

smiles,CHT inh,CHT PAM
Fc1ccc(CN2CCCCCCC2)cc1,i,i
O=C(CCCc1nc2ccccc2s1)N1CCN(c2ccccc2F)CC1,i,i
O=C(CSc1n[nH]c(=O)n1Cc1ccco1)c1ccc(F)cc1,i,i
COc1ccc(OCc2cc(C(=O)NC3CCc4ccccc43)no2)c(Cl)c1 (centres undefined),i,i
CCOC(=O)/C(=N\Nc1ccc(Cl)cc1)c1csc(Nc2ccccc2)n1,i,i
COCC(C)NC(=S)NCCc1ccc(Cl)cc1Cl (centres undefined),i,i
O=C(c1cccc(S(=O)(=O)N2CCCCC2)c1)N1CCN(S(=O)(=O)c2ccc(F)cc2)CC1,i,i
CSCC[C@H](NC(=O)[C@@H]1CSC2c3ccccc3C(=O)N21)C(=O)NC1CCCC1 (some centres undefined),i,i
COCC(C)n1c(C)cc(C(=O)COC(=O)CNC(=O)c2ccccc2)c1C (centres undefined),i,i
CCn1c(SCC(=O)Nc2sc3c(c2C(N)=O)CCC(C)C3)nnc1-c1ccco1 (centres undefined),i,i
O=C(Nc1ccccn1)c1ccc2ccccc2n1,i,i
C[C@H](NC(=O)c1nc[nH]c1C(=O)NCCCCCNC(=O)OC(C)(C)C)C(=O)OC(C)(C)C,i,i
CC(C)=CC(=O)N1CCC(N2CCC(C(=O)N3CCOCC3)CC2)CC1,i,i
CCN(CC)c1ccc2c(Cl)c(Br)c(=O)oc2c1,i,i
Cc1ccnc(OC(C(=O)O)C(OCCc2ccccc2)(c2ccccc2)c2ccccc2)n1 (centres undefined),i,i
COc1ccccc1N1CCN(C2CCCN(C(=O)CCC(=O)N(C)C)C2)CC1 (centres undefined),i,i
O=C(N/N=C/c1ccccc1O)c1ccc2c(c1)OCO2,i,i
CCCC(=O)Nc1nc(C)c(C(C)=O)s1,i,i
O=C(O)c1cccc(NC(=O)c2ccc3c(c2)C(=O)N(C2CCCCC2)C3=O)c1,i,i
CC(=O)Nc1ccc(NC(=O)CSc2nnc(-c3cc(C)[nH]n3)n2N)cc1,i,i
Cc1ccc(C(=O)Nc2ccc(C(F)(F)F)n(C)c2=O)cc1,i,i
NC(=O)CC(NC(=O)Cc1ccc(Cl)cc1)c1ccc(N2CCC(Cc3ccccc3)CC2)c([N+](=O)[O-])c1 (centres undefined),i,i
CC(NC(=O)COc1ccc(Oc2ccccc2)cc1)C(=O)O (centres undefined),i,i
O=c1c(Cc2c(F)cccc2Cl)c(O)ccn1CCc1c[nH]c2ccccc12,i,i
CCOC(=O)c1nn(-c2ccccc2Cl)c(=O)cc1OCC(=O)Nc1cccc(OC)c1,i,i
COc1ccc(N2C(=O)CCC(C(=O)N3CCCCC3)C2c2ccc(OC)c(OC)c2)cc1 (centres undefined),i,i
CC(C)(C)OC(=O)N1CCC(CC2CC(c3cccc(Br)c3)=NO2)(C(=O)O)CC1 (centres undefined),i,i
COc1ccccc1N(C)S(=O)(=O)c1ccc(Cl)c(C(=O)N2CCC(C(N)=O)CC2)c1,i,i
Cc1nc2sc(C(c3cccc(F)c3)N3CCOCC3)c(O)n2n1 (centres undefined),i,i
O=C(CSc1n[nH]c(-c2ccncc2)n1)Nc1ccc(Cl)c(Cl)c1,i,i
Cc1cccc(C(=O)O/N=C/c2ccc(Br)cc2)c1,i,i
COc1ccc(NC(=O)CN2CCC(NC(=O)C3CCCCC3)CC2)cc1,i,i
O=C(NCc1ccc(F)cc1)c1c(O)c2cccc3c2n(c1=O)CCC3,i,i
CS(=O)(=O)N1CCc2cc(-c3csc(NC(=O)C(c4ccccc4)c4ccccc4)n3)ccc21,i,i
Cc1ccnc(N2C(=O)c3ccccc3C2=O)c1,i,i
CCn1c(C(=O)O)c(CC(=O)Nc2ccccc2OC)c2ccccc21,i,i
Cc1cc(C(F)F)n2nc(C(=O)Nc3c(F)cc(F)cc3Br)nc2n1,i,i
O=C(NNC(=O)c1ccccc1Br)c1ccccc1Cl,i,i
COCc1ccc(C(=O)N(C)CC2CCCN(CCc3ccc(OC)cc3)C2)o1 (centres undefined),i,i
CCCCC(=O)Nc1cc(C)c2c(=O)oc3ccccc3c2n1,i,i
Cc1cc2ccccc2c(=O)n1CC(=O)NCC1COc2ccccc2O1 (centres undefined),i,i
O=C(NCC(c1ccco1)N1CCOCC1)c1ccc([N+](=O)[O-])cc1 (centres undefined),i,i
CCC1=NC(c2ccc(OC)c(OC)c2)N(O)C1(C)C (centres undefined),i,i
CCOC(=O)c1c(NC(N)=O)nc2n1CCC2,i,i
Cc1[nH]n(-c2ccccc2)c(=O)c1CCOC(=O)c1ccc(C(F)(F)F)cc1,i,i
CC(CC1C(C#N)=C(N)OC2=C1C(=O)CCC2)c1ccccc1 (centres undefined),i,i
COc1ccc(/C=C/C(=O)NCC(=O)N/N=C(/C)c2ccc(Cl)cc2)cc1,i,i
CCC(Sc1ncnc2sc(C)c(C)c12)C(=O)OC (centres undefined),i,i
CC(C)c1ccc(/C=N/NC(=O)c2nnn(-c3nonc3N)c2CN2CCOCC2)cc1,i,i
O=C(C1CCN(S(=O)(=O)c2ccccc2)CC1)N1CCN(c2ccccc2)CC1,i,i

Further records follow.
smiles,CHT inh,CHT PAM
COc1ccc(OC)c(NC(=O)c2cc(-c3ccc(C)cc3O)n[nH]2)c1,i,i
O=C1CN(c2ccc(F)cc2)C(=S)N1c1ccccc1,i,i
CN(Cc1c(F)cccc1Cl)C(=O)CCc1c[nH]c2ccccc12,i,i
COc1cc(CNCc2ccccc2Cl)ccc1OCC(=O)NC1CCCCC1,i,i
NS(=O)(=O)c1ccc(CCNC(=O)CN2CCCCC2)cc1,i,i
CCCC(=O)Nc1cccc(NC(=O)c2ccc3c(c2)OCO3)c1,i,i
C=CCOc1nc2c(c(=O)n(C)c(=O)n2C)n1Cc1ccc(Cl)cc1,i,i
c1ccc(Nc2nc3ccccc3[nH]2)nc1,i,i
COc1ccc(Nc2ccc(N3C(=O)CCCC3=O)cc2[N+](=O)[O-])c(OC)c1,i,i
COc1ccc(CNC(=O)C(=O)N2CCC3(CC2)OCCN3S(=O)(=O)c2ccc(C)cc2)cc1,i,i
COc1ccc(-c2cc(CNC(=O)CN3CCN(C)CC3)on2)cc1,i,i
CCOC(=O)c1ccc(N2C(=O)CC(NC3CCN(C(=O)c4cccc(Cl)c4)CC3)C2=O)cc1 (centres undefined),i,i
CC(=O)NS(=O)(=O)c1ccc(NC(=O)c2ccccc2F)cc1,i,i
CC(=O)Nc1cc(Cl)c(N=Cc2ccc(O)cc2O)cc1Cl,i,i
COc1nccc(-c2ccc(F)cc2)c1C#N,i,i
O=C(NCCN1CCOCC1)c1ccccc1N1C(=O)[C@@H]2Cc3c([nH]c4ccccc34)C(c3ccccc3)N2C1=O (some centres undefined),i,i
N#CC(C#N)=C1C(=O)N(CCN2CCOCC2)c2ccccc21,i,i
CC(=O)c1ccc(N2CCN(C(=S)NCc3ccco3)CC2)cc1,i,i
O=C(COc1ccccc1[N+](=O)[O-])N(Cc1cccc(Br)c1)C1CCS(=O)(=O)C1 (centres undefined),i,i
O=C1C2CCCN2C(c2ccccc2)N1c1cccc(Cl)c1 (centres undefined),i,i
CNCC(O)COc1cccc(OC)c1 (centres undefined),i,i
O=C(N/N=C/c1ccc2ncccc2c1)c1cccc([N+](=O)[O-])c1,i,i
CN(C)S(=O)(=O)c1ccc(NC=C(C#N)C#N)cc1,i,i
Cn1c(Cc2ccccc2)nnc1SCC(=O)N1CCOCC1,i,i
CCOC(=O)Nc1nc(C)c(C(=O)c2ccc(Cl)cc2)s1,i,i
N#Cc1ccc(-c2ccc(F)cc2)nc1Oc1ccccc1,i,i
CCN(CC)S(=O)(=O)c1cccc(NC(=O)CN2C(=O)c3ccc([N+](=O)[O-])cc3C2=O)c1,i,i
COc1ccc(-c2oc3ccccc3c(=O)c2OCC(=O)O)cc1,i,i
CC(C)=CC(=O)Nc1nnc(C)s1,i,i
COc1ccc(C(=O)N[C@H](C(=O)OCc2nc3ccsc3c(=O)[nH]2)C(C)C)cc1,i,i
COC(=O)c1ccc(C(=S)N2CCCCC2)cc1,i,i
Cc1cccc(N(C(=O)Cn2nnc3ccccc32)C(C(=O)NCc2ccco2)c2ccncc2)c1C (centres undefined),i,i
CC(=O)NC1=NN(C(C)=O)C2(S1)C(=O)N(C(C)C)c1ccc(C)cc12 (centres undefined),i,i
COc1ccc(CC(NC(C)=O)C(=O)NC2CCN(c3c4c(nc5ncnn35)CCC4)CC2)cc1 (centres undefined),i,i
COc1ccc(N2CCN(S(=O)(=O)CCNC(=O)Cc3ccc([N+](=O)[O-])cc3)CC2)cc1,i,i
CCOc1ccc(-c2c(C(=O)N/N=C(\C)c3cccs3)nnn2-c2nonc2N)cc1,i,i
Cc1ccc(OCC(=O)Nc2ccc(N3CCN(C(=O)c4ccc(C)cc4)CC3)cc2)cc1,i,i
CC(C)(C)SCCNC(=O)CN(c1ccccc1)S(=O)(=O)c1ccccc1,i,i
COc1ccc(NC(=O)N2CCCC(C(=O)Nc3ccccc3OC)C2)cc1 (centres undefined),i,i
Cc1ccc(/C=C2/NC(=O)N(Cc3ccccc3F)C2=O)o1,i,i
CC(CCc1ccccc1)NC(=O)CCNS(=O)(=O)c1ccccc1 (centres undefined),i,i
O=C(Cn1nc(-c2ccco2)ccc1=O)Nc1ccc(Cl)c(Cl)c1,i,i
CC(C)CCNc1nc2c(c(=O)[nH]c(=O)n2C)n1CC(O)COC(C)C (centres undefined),i,i
CCC(C(=O)c1ccc(O)cc1)c1ccccc1 (centres undefined),i,i
COc1ccc(C2C(C(=O)Nc3ccccc3OC)=C(C)Nc3ncnn32)cc1 (centres undefined),i,i
Cc1ccc(NC(=O)CN2CCOCC2)cc1,i,i
C/C(=N\NC(=O)COc1ccc(C)cc1[N+](=O)[O-])c1cccs1,i,i
Cc1noc(C)c1S(=O)(=O)N1CCN(c2ccccc2)CC1,i,i
Cc1ccc(C)c(SCC(=O)Nc2oc(C)c3c(C)n[nH]c(=O)c23)c1,i,i
O=C(Nc1cccc(-n2cnnn2)c1)c1ccco1,i,i

The results go on:
smiles,CHT inh,CHT PAM
COc1ccc(NS(=O)(=O)c2cc(NC(=O)[C@@H](NC(N)=O)C(C)C)ccc2C)cc1,i,i
Cc1ccc(OCCSc2nnc(NC(=O)c3ccco3)s2)cc1,i,i
Cc1cc(OCc2cc3c(cc2Cl)OCO3)c2c(C)cc(=O)oc2c1,i,i
Cc1cc(C)c2nc(N3CCC(C(=O)NCC4CCCO4)CC3)sc2c1 (centres undefined),i,i
CC(=O)Nc1ccc(C(=O)Nc2ccc(S(=O)(=O)Nc3nccc(C)n3)cc2)cc1,i,i
CCCCNC(=O)CN1CCN(Cc2ccc3cc(OC)ccc3c2)CC1,i,i
CCN1C(C)=C(C)S/C1=C1\SC(=S)N(N)C1=O,i,i
CCN(Cc1ccccc1)S(=O)(=O)c1ccc2c(c1)NC(=O)CC(=O)N2,i,i
CC(C)(c1ccccc1)c1ccc(OCCn2cnc3ccccc3c2=O)cc1,i,i
Cc1ccc(NC(=O)CNS(=O)(=O)c2cccs2)cc1F,i,i

Whole records, quoted from the list. Screens in order: CHT inh	CHT PAM
Record of COc1ccc(-c2oc3ccccc3c(=O)c2OCC(=O)O)cc1 = i	i
Record of Cc1ccc(C(=O)Nc2ccc(C(F)(F)F)n(C)c2=O)cc1 = i	i
Record of Cc1ccc(/C=C2/NC(=O)N(Cc3ccccc3F)C2=O)o1 = i	i
Record of COc1ccc(C(=O)N[C@H](C(=O)OCc2nc3ccsc3c(=O)[nH]2)C(C)C)cc1 = i	i
Record of COc1nccc(-c2ccc(F)cc2)c1C#N = i	i

(listing goes on)
smiles,CHT inh,CHT PAM
CC1=CC(C)(C)NC(=S)N1c1ccc(C)cc1C,i,i
COC(=O)C1=C(C)N(CC2CC2)C(=O)N[C@H]1c1ccc(Br)cc1,i,i
Fc1cccc(NC(=S)NCc2ccc(Cl)cc2)c1,i,i
O=C1NC(c2ccccc2)=NC1(NS(=O)(=O)c1ccccc1)C(F)(F)F (centres undefined),i,i
O=C(Nc1cccc(O)c1)c1cccc(S(=O)(=O)N2CCCC2)c1,i,i
O=C(COC(=O)c1ccccc1C(=O)c1ccc(Cl)cc1)NCc1ccccc1,i,i
CN1CCN(C(=O)Nc2ccc3c(c2)N(C)C(=O)c2ccccc2S3)CC1,i,i
CCOC(=O)c1nn(-c2ccccc2)c(C(=O)OCC)c1N,i,i
O=C(Nc1ccccc1)C1=C[C@@H](c2ccc(Br)cc2)C[C@@H](OCCCCO)O1,i,i
CC1CCN(CCc2nc3cc(NS(=O)(=O)c4ccc(F)cc4)ccc3n2C)CC1,i,i

Brought forward from above: two entries; new compounds follow.
smiles,CHT inh,CHT PAM
O=C(Nc1ccccc1)C1=C[C@@H](c2ccc(Br)cc2)C[C@@H](OCCCCO)O1,i,i
CC1CCN(CCc2nc3cc(NS(=O)(=O)c4ccc(F)cc4)ccc3n2C)CC1,i,i
CCOC(=O)c1cnc(-n2nc(C)cc2C)nc1NC,i,i
CN1CCN(c2ccc(NS(=O)(=O)c3ccc(Cl)cc3)cn2)CC1,i,i
CCOC(=O)CSc1nc2sc3c(c2c(=O)n1-c1ccccc1)CCN(C(C)C)C3,i,i
COC(CNC(=O)C(=O)Nc1cc2c3c(c1)CCN3C(=O)CC2)OC,i,i
CNC(=O)Nc1cccc2cccnc12,i,i

From PubChem BioAssay
